# Screens from PubChem.
# APOBEC3A inh: inhibitors of human APOBEC3A DNA deaminase | P31941 | inhibition, % at 20 µM | hit rate 0.41% among 330,000 | AID 493011 | recombinant A3A, FAM/TAMRA ssDNA deamination fluorescence;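 active = at least 40% inhibition at 20 µM here, with at most 30% in a related deaminase screen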;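 note: plate controls were A3A with DMSO for no effect and wells lacking A3A enzyme for full effect; some results filed as inactive read as strong as hits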
# Target sequence (P31941 whole entry, looked up): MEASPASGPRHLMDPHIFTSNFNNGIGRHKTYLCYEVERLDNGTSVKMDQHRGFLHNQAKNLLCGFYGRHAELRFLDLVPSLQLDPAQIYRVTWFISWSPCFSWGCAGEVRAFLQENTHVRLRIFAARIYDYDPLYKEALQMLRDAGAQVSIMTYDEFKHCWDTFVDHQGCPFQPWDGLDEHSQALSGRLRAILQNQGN
# Gli-Sufu block: blocks Gli-Sufu signaling in a luciferase reporter | Sufu-KO-LIGHT fibroblasts, Gli luciferase reporter luminescence | AID 588413 | inhibition, % at 5 µM | hit rate 0.74% among 340,000;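 active = inhibition above about 55%, limit read from the data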;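 note: 0% = DMSO-treated cells and 100% = wells with medium but no cells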
# CCR6 antag: CCR6 (human) receptor antagonism; CHO-K1 CCR6 PathHunter beta-arrestin, luminescence, CCL20-stimulated; AID 493098; hit rate 0.49% among 340,000; P51684; inhibition, % at 20 µM;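 active = compounds whose inhibition of the agonist-driven luminescence signal at 20 µM reaches about 50%, limit read from the data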;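 note: cells stimulated with CCL20 at 14 nM final; plate controls were DMSO with CCL20 for no effect and DMSO without agonist for full effect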
# Target sequence (P51684 whole entry, looked up): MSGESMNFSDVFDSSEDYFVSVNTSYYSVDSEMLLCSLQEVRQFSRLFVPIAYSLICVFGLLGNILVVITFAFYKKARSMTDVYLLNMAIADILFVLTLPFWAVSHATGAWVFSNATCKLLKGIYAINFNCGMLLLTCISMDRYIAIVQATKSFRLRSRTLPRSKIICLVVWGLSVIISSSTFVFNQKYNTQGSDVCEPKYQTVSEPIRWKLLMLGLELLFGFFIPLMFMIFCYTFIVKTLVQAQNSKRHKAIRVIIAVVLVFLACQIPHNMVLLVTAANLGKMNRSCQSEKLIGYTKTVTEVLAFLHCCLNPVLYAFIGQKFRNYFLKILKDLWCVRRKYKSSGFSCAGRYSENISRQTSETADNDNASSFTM
# GRIN3A LBD mod: modulates the human NR3A ligand-binding domain | NR3A LBD differential scanning fluorimetry, Tm shift; 0% = protein alone, 100% = glycine-bound protein | Tm shift relative to glycine control, % at 25 µM | hit rate 2.5% among 340,000 | AID 1259313;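 active = melting temperature shift of at least 10% of the positive control shift, at one fixed dose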
# MPTP block: permeability transition pore inhibition; isolated mouse mitochondria, Ca2+ swelling absorbance, 30 min; inhibition, % at 10 µM; hit rate 1.4% among 360,000;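 active = inhibition of 50% or more, scaled per plate between neutral and stimulator controls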;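 note: 0% = DMSO wells given calcium and 100% = 1 mM EGTA wells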
# APOBEC3G inh: inhibitors of human APOBEC3G DNA deaminase; Q9HC16; recombinant A3G, ssDNA deamination FAM/TAMRA fluorescence; inhibition, % at 20 µM; hit rate 0.28% among 330,000;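 active = inhibition of at least 40% at 20 µM, with no more than 30% in the related APOBEC3A deaminase screen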;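 note: plate controls were DMSO wells with A3G for no effect and wells lacking A3G enzyme for full effect; some compounds called inactive have numbers as strong as hits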
# CXCR6 block: CXCR6 (human) receptor inhibition | O00574 | CHO-K1 PathHunter CXCR6 beta-arrestin, luminescence | inhibition, % at 20 µM | hit rate 0.36% among 360,000 | AID 602244; in the data active = inhibition above about 34%, passing the limit was not always enough;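 note: antagonist mode with CXCL16 agonist at 10 nM final; 0% = 10 nM CXCL16 with DMSO and 100% = unstimulated wells without agonist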
# Target sequence (O00574 whole entry, looked up): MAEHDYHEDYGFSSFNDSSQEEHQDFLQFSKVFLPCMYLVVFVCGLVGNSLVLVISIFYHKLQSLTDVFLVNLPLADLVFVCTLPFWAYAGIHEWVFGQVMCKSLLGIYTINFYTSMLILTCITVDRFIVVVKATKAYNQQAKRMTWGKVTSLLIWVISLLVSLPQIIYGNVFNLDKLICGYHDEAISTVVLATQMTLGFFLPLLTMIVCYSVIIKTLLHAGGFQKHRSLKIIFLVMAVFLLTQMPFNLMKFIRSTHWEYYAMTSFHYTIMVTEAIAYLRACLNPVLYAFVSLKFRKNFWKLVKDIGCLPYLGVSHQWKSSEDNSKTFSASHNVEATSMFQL
# EBI2 block: blocks human EBI2 receptor beta-arrestin signaling; P32249; EBI2 beta-arrestin recruitment, luminescence, 7a,25-OHC stimulated; inhibition, % at 5 µM; hit rate 0.81% among 360,000; AID 651636; in the data active = inhibition above about 38%;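 note: enzyme fragment complementation signal reports receptor beta-arrestin coupling in cells; 0% = agonist plus DMSO wells and 100% = wells without agonist; some results beyond the cut were filed as inactive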
# Starred values were filed as active, the others as inactive; . = not tested or not shown.
SMILES,APOBEC3A inh,Gli-Sufu block,CCR6 antag,GRIN3A LBD mod,MPTP block,APOBEC3G inh,CXCR6 block,EBI2 block
COc1ccc(CCNC(=O)COC(=O)c2ccc(C)s2)cc1OC,-2,1,5,1,-3.2,-5,1,-7
CCN1C[C@@H]2[C@@H]3C(=O)N(Cc4ccccc4)C(=O)[C@@H]3[C@](Cc3ccccc3)(C1=O)N2C(=O)c1ccc(C(F)(F)F)cc1,.,6,-10,-1,0.4,.,1,-1
CC1CN(S(=O)(=O)c2cccc(C(=O)NN3CCN(C)CC3)c2)CC(C)O1 (centres undefined),-2,8,-3,8,-1.7,0,5,-5
CCSC1=NCCN1S(=O)(=O)c1ccc(F)cc1,-3,6,2,2,1.3,4,-8,-6
CC(=O)Nc1ccc(NC(=O)c2c(C)nn(Cc3ccccc3Cl)c2C)cc1,-3,5,7,2,0.0,-10,1,0
COc1nc(N(C)S(=O)(=O)c2ccc(C)cc2)nc(C)c1Br,-3,11,12,2,0.7,-3,5,14
O=C(O)C(Cc1ccccc1)NC(=O)C(Cc1ccccc1)NC(=O)C12CC3CC(CC(C3)C1)C2 (centres undefined),0,-5,3,-2,0.5,3,-2,-5
O=C(COc1cccc2cccnc12)N1CCc2ccccc21,1,-23,22,-3,-0.7,0,-4,-3
COc1ccc(OC)c(N(CC(=O)Nc2cccnc2)S(=O)(=O)c2ccccc2)c1,0,11,-9,1,-0.4,-4,-4,-13
COc1cccc(C2/C(=C(\O)c3ccc4c(c3)OCCO4)C(=O)C(=O)N2Cc2cccnc2)c1 (centres undefined),-1,50,5,-3,0.0,-1,0,1
CC(C)NC(=O)N(C)C[C@H]1Oc2ccc(NC(=O)Cc3ccccc3)cc2C(=O)N([C@H](C)CO)C[C@@H]1C,-1,-3,0,-1,-2.1,-5,4,0
COc1ccc(NC2CCCN(C(=O)CCC(=O)c3ccc(F)cc3)C2)cc1 (centres undefined),-7,0,12,-1,0.4,-6,4,-3

# Compound profiles (already shown). Screens in order: APOBEC3A inh, Gli-Sufu block, CCR6 antag, GRIN3A LBD mod, MPTP block, APOBEC3G inh, CXCR6 block, EBI2 block
# Shown for `COc1ccc(NC2CCCN(C(=O)CCC(=O)c3ccc(F)cc3)C2)cc1` (centres undefined) : -7, 0, 12, -1, 0.4, -6, 4, -3
# Shown for `COc1cccc(C2/C(=C(\O)c3ccc4c(c3)OCCO4)C(=O)C(=O)N2Cc2cccnc2)c1` (centres undefined) : -1, 50, 5, -3, 0.0, -1, 0, 1
# Shown for `CC(C)NC(=O)N(C)C[C@H]1Oc2ccc(NC(=O)Cc3ccccc3)cc2C(=O)N([C@H](C)CO)C[C@@H]1C` : -1, -3, 0, -1, -2.1, -5, 4, 0
# Shown for `O=C(O)C(Cc1ccccc1)NC(=O)C(Cc1ccccc1)NC(=O)C12CC3CC(CC(C3)C1)C2` (centres undefined) : 0, -5, 3, -2, 0.5, 3, -2, -5
# Shown for `CCN1C[C@@H]2[C@@H]3C(=O)N(Cc4ccccc4)C(=O)[C@@H]3[C@](Cc3ccccc3)(C1=O)N2C(=O)c1ccc(C(F)(F)F)cc1` : ., 6, -10, -1, 0.4, ., 1, -1

# Later entries:
SMILES,APOBEC3A inh,Gli-Sufu block,CCR6 antag,GRIN3A LBD mod,MPTP block,APOBEC3G inh,CXCR6 block,EBI2 block
CN(C)C(CNS(=O)(=O)c1ccc2ccccc2c1)c1ccccc1 (centres undefined),-2,7,6,1,-1.5,0,-7,-4
CC(=O)c1c(-c2ccccc2)[nH]c2ccccc12,-2,-8,-1,1,1.0,-3,-9,15
CCOc1ccc(C(=O)N2CCN(c3ccccc3)CC2)cc1,3,-10,15,0,-0.7,6,-7,41
Cc1ccc(C2(C)NC(=O)N(CC(=O)N3CCN(S(=O)(=O)c4cccc([N+](=O)[O-])c4)CC3)C2=O)cc1 (centres undefined),-2,6,-3,3,0.0,-8,-3,-3
NC(=O)c1ccsc1NC(=O)CCS(=O)(=O)c1ccc(F)cc1,-6,3,1,2,1.2,-12,-3,2
COc1cccc(NC(=O)Cn2c(=O)n(C)c(=O)c3sc4c(c32)COC(C)(C)C4)c1,-2,7,17,-2,-1.3,-1,-2,-6
Cc1oc(-c2cccs2)nc1CS(=O)CC(=O)NCCCN1CC(C)CC(C)C1 (centres undefined),0,3,12,-2,-1.6,0,-2,-2
O=C(Nc1nnc(-c2ccco2)o1)C1CCCCC1,-2,5,20,-3,-0.5,-8,1,2
O=C(CCNc1ccc(F)cc1)c1cc2ccccc2o1,-8,-7,5,-14,2.0,-4,-1,2
CC(=O)c1nn(-c2ccccc2)cc1C(=O)c1cccc(Br)c1,-2,-7,-7,3,1.4,-8,8,36
O=C(c1ccccc1)N1CCN(C2CC(=O)N(CCc3ccccc3)C2=O)CC1 (centres undefined),-7,2,8,-2,-1.2,-5,7,-7
Cc1ccc(S(=O)(=O)N(C)C)cc1NC(=O)C1CCN(C(=O)Nc2ccccc2)CC1,-3,2,6,1,0.0,-10,5,0
COc1ccc(C(=O)CSc2nnc(-c3cc(C)on3)o2)cc1,-1,8,12,-1,1.5,-3,1,-5
CCOC(=O)CSc1nnnn1-c1cccc2ccccc12,4,5,3,-2,0.0,2,7,17
O=C(Nc1ccc2nn(-c3ccccc3)nc2c1)c1ccc2c(c1)OCO2,-3,-7,11,9,3.8,-5,-7,9
CCCCSc1nc2ccccc2n1CC(=O)O,0,-19,3,0,-0.9,-4,-19,4
O=C(COC(=O)c1cc([N+](=O)[O-])ccc1Cl)NC1CCCC1,-4,10,-1,-1,-0.5,-9,-12,-7
CCOC(=O)C1C(c2ccc(O)c(OC)c2)NC(=O)NC1(O)C(F)(F)F (centres undefined),-5,1,2,1,-0.2,-2,2,-8
COC1CCCN(C(=O)c2ccc(OC3CCN(S(=O)(=O)N(C)C)CC3)cc2)C1 (centres undefined),1,-6,9,-2,-0.6,-1,0,-8
CC(/C=N/Nc1nc(N2CCCCC2)nc(N2CCCCC2)n1)=C\c1ccccc1,3,-6,2,-1,2.2,-3,5,23
CC1CCC(NC(=O)c2cc3c(s2)CS(=O)(=O)C3)CC1 (centres undefined),.,-4,22,-1,1.3,.,0,1
C/C(CC(=O)NCc1ccco1)=N\NC(=O)Cc1ccccc1,0,-3,7,0,-6.2,-5,-6,-9
Cc1cccc(OCC(=O)NCc2ccc(F)cc2)c1,-6,6,10,0,-0.5,-4,5,2
CC(C)C[C@@H](CO)NC(=O)CC[C@H](NC(=O)OC(C)(C)C)C(=O)N(Cc1ccccc1)Cc1ccccc1,1,-7,-4,0,0.6,-7,0,-7

# 3 entries out of the list above, ordered by the number in MPTP block, descending:
canonical_smiles | APOBEC3A inh | CCR6 antag | GRIN3A LBD mod | MPTP block | APOBEC3G inh | CXCR6 block | EBI2 block
CC(C)C[C@@H](CO)NC(=O)CC[C@H](NC(=O)OC(C)(C)C)C(=O)N(Cc1ccccc1)Cc1ccccc1 | 1 | -4 | 0 | 0.6 | -7 | 0 | -7
CCN1C[C@@H]2[C@@H]3C(=O)N(Cc4ccccc4)C(=O)[C@@H]3[C@](Cc3ccccc3)(C1=O)N2C(=O)c1ccc(C(F)(F)F)cc1 | . | -10 | -1 | 0.4 | . | 1 | -1
Cc1cccc(OCC(=O)NCc2ccc(F)cc2)c1 | -6 | 10 | 0 | -0.5 | -4 | 5 | 2

# (further entries)
SMILES,APOBEC3A inh,Gli-Sufu block,CCR6 antag,GRIN3A LBD mod,MPTP block,APOBEC3G inh,CXCR6 block,EBI2 block
CC(=O)C1C(=O)c2c(cccc2[N+](=O)[O-])C1=Nc1cccc(Cl)c1 (centres undefined),-4,-4,15,-1,3.2,-7,0,6
COc1ccc(OC)c(C2C(C(C)=O)=C(O)C(=O)N2CCC(=O)O)c1 (centres undefined),-3,6,4,2,0.0,-8,6,5
CC(C)(C)c1ccc(C(=O)NCCNC(=O)c2ccco2)cc1,-4,-16,22,-1,-0.6,-5,-4,-9
CCn1cc(S(=O)(=O)NC(C)c2cc(OC)ccc2OC)cn1 (centres undefined),5,2,12,1,1.1,-2,-2,3
CCOC(=O)C(C)Oc1cccc2c(=O)n(CC(=O)NCCc3ccc(OC)c(OC)c3)ccc12 (centres undefined),-2,-2,-2,-3,-0.2,-10,-4,-7
CC(C)OC(=O)/C(=C\c1ccc2c(c1)c1ccccc1n2C)NC(=O)c1ccccc1,1,-2,2,0,-2.2,-1,3,2
CCC(C)NS(=O)(=O)c1ccc(NC(=O)C(Sc2ccccc2)c2ccccc2)cc1 (centres undefined),2,-1,0,13*,31,-4,15,6
CCOC(=O)c1c(C)n(CC(O)CN(CC)CC)c2cc(Br)c(OC)cc12 (centres undefined),5,-1,-1,1,-1.2,-3,2,0
O=C(O)c1cc([N+](=O)[O-])ccc1NCc1ccccc1Cl,2,.,12,-6,1.7,-1,5,7
O=C(Cc1ccccc1)Nc1cccnc1,0,-33,10,-4,0.0,-7,-13,-8
CCOc1ccc(C(=O)Nc2c(C(N)=O)oc3ccccc23)cc1,2,0,-3,6,-0.5,-2,0,-13
Cn1nc(C(=O)NNC(=O)C(CCC(N)=O)NS(=O)(=O)c2ccc(Cl)cc2)c2ccccc2c1=O (centres undefined),-1,-2,-10,-2,-0.1,-10,0,-9
O=C(/C=C/c1cccc(Br)c1)NC1CCN(Cc2ccccc2)CC1,-1,15,25,-5,0.6,-1,5,19
CCOc1ccc(NC(=O)CC2C(=O)N(c3ccc(OC)cc3)C(=O)N2CCc2cccs2)cc1 (centres undefined),1,8,12,-7,-3.2,-4,-1,4
CN(C)C(=O)c1cc(C(=O)c2ccc(F)cc2C(F)(F)F)c[nH]1,-8,-14,-3,-1,-0.3,-5,-2,-16
COc1ccc2sc(-c3ccc(N(C)C)cc3)c(-c3cnc(OC)nc3)c2c1,-3,-3,17,0,0.8,-8,12,6
CCOC(=O)C1C(C(=O)OCC)C1(c1ccccc1)c1ccccc1 (centres undefined),1,-2,5,1,-0.4,4,4,3
Cc1cccc(C)c1NC(=O)C(=O)NCCCN1CCOCC1,1,3,-5,-1,-0.8,1,2,-10
CCN(CC(=O)Nc1ccc2c(c1)OCCO2)C(=O)COc1cc(C)ccc1Cl,1,-7,4,3,-1.0,2,-1,-2
Cc1ccsc1/C=C1\CCc2ccccc2C1=O,-1,-86,6,1,0.1,-2,5,-1
Cc1nn(CCC#N)c(C)c1Oc1ccccc1O,-8,-1,5,1,5.5,-5,5,-23
Cc1cccc(-n2c(C)cc(C=C3C(=O)c4ccccc4C3=O)c2C)c1,23,-1,15,3,3.0,11,9,22
O=C(O)C1CCCCC1C(=O)Nc1ccccc1Nc1ccccc1 (centres undefined),-6,7,-12,-2,1.5,-8,0,-2
O=C(CSc1nnc(CCCN2C(=O)c3cccc4cccc(c34)C2=O)n1-c1ccccc1)N1CCN(CCO)CC1,-1,11,9,7,0.0,0,-3,-10
COc1ccccc1C(=O)NCCC(=O)N(C)Cc1ccc(C)o1,-5,6,2,1,-1.5,-8,4,1
Cc1ccc(-c2cc(-c3nnc(SCC(=O)N(C)CCC#N)n3N)c3ccccc3n2)cc1,2,8,18,2,-0.4,-1,-5,-7
COCCNC(=O)Cn1nc(C)c2ccccc2c1=O,0,26,-16,-3,0.0,0,-1,-9
Cc1cnc(C(=O)OCC(=O)NCc2ccc3c(c2)OCO3)cn1,-2,2,-5,-1,0.3,-6,-2,-13
